Compound activity as filed in PubChem.
H9c2 protect: protects H9c2 cardiomyocytes from peroxide injury | AID 588492 | 0.63% of 360,000 active | protection from H2O2 cell death, % at 20 µM | H2O2 injury protection, ATPLite, 2 h;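 active = compounds giving at least 50% protection of heart cells from peroxide-induced death in the single-dose screen, raw or plate-pattern-corrected value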;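 note: 0% = DMSO wells with peroxide and 100% = DMSO wells without peroxide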
HIF-2a block: HIF-2a inhibition | 786-0 RCC cells HIF-2a reporter, luciferase luminescence, overnight | inhibition, % at 18.8 µM | 0.72% of 360,000 active | AID 624352;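 active = inhibition of the luminescence signal of 40% or more relative to plate controls, in a single-dose primary screen at 18.75 µM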
NR2E3 ag-1: activates human NR2E3 receptor | inhibition of corepressor binding, % at 3.98 µM | CHO-S Gal4-NCOR/VP16-NR2E3 two-hybrid, luciferase | 0.35% of 360,000 active | Q9Y5X4 | AID 602229;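 active = inhibition above the mean of all tested compounds plus 3 SD, cut at about 70% in these data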;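 note: 0% = DMSO with NR2E3 transfected cells and 100% = cells lacking NR2E3 construct; higher means lower luciferase signal from less NR2E3 corepressor binding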
Target sequence (Q9Y5X4 whole entry, looked up, the tested form may be a part): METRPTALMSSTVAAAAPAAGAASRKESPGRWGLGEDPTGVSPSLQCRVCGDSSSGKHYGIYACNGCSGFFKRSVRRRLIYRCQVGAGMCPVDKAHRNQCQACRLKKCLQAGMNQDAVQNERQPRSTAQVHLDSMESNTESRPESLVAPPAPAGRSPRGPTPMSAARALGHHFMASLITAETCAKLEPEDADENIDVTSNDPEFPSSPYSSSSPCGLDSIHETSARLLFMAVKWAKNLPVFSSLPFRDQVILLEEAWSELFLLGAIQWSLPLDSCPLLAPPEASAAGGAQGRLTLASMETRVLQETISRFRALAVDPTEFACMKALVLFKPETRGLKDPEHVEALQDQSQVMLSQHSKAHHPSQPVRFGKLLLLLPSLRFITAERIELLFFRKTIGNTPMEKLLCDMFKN
hiPSC survival: hiPSC single-cell survival enhancement; ATPlite luminescence; 100% = ROCK inhibitor wells, 0% = DMSO; survival enhancement, % at 20 µM; 0.044% of 360,000 active; in the data active = survival enhancement above about 18%;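 note: cells exposed to compounds for 16 hours before the ATP read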
NR2E3 ag-2: activates human photoreceptor nuclear receptor NR2E3 | Q9Y5X4 | GST-NR2E3/biotin-RetCOR TR-FRET, 1536-well | inhibition of corepressor binding, % at 4.78 µM | 0.12% of 320,000 active | AID 2300;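 active = percent inhibition above the cutoff of mean plus 3 SD of all tested compounds, set per screening campaign, cut at about 20% in these data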;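 note: 0% = DMSO wells and 100% = biotin wells as full block of FRET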
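Test system: GST-NR2E3 and biotin-RetCOR proteins | Quantity: 1.35 nM GST-tagged NR2E3 final | Medium: Tris pH 7.5 | Also added: 7 nM biotin-RetCOR | Dosing: Compound at 4.8 µM, single dose | Timing: 5 h at 4 °C | Detection: Time-resolved FRET | Read-out basis: Percent inhibition | Benchmarks: Biotin wells as high control, 0.6% DMSO wells as low control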
TRPM1 prom inh: reduces MITF-dependent TRPM1 promoter luciferase signal | AID 488899 | 0.83% of 330,000 active | inhibition, % at 12.5 µM | SK-MEL-5 TRPM1 promoter luciferase, 24 h;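 active = mean inhibition across replicates of 60% or more, whatever share of single replicates reaches that level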; note: values of inactives mirror those of a sister screen read the other way
m5-HT2A agonist: mouse HTR2A agonism via beta-arrestin recruitment; 0.66% of 360,000 active; CHO-K1 mHTR2A beta-arrestin complementation, luminescence; percent of 30 µM serotonin response; activation, % at 7.6 µM; P35363;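 active = activation above a run cutoff, the mean activation of all tested compounds plus 3 SD, cut at about 14% in these data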;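 note: 0% = plate median of compound wells and 100% = 30 µM serotonin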
PDI turbidity: PDI (human) enzyme inhibition; PDI insulin aggregation turbidity, A650, 90 min; inhibition, % at 10 µM; 0.052% of 350,000 active; AID 588391;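 active = mean inhibition across replicates of 30% or more, whatever share of single replicates reach that level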;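 note: absorbance from insulin aggregation driven by PDI reduction with DTT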
Target sequence (P07237 whole entry, looked up): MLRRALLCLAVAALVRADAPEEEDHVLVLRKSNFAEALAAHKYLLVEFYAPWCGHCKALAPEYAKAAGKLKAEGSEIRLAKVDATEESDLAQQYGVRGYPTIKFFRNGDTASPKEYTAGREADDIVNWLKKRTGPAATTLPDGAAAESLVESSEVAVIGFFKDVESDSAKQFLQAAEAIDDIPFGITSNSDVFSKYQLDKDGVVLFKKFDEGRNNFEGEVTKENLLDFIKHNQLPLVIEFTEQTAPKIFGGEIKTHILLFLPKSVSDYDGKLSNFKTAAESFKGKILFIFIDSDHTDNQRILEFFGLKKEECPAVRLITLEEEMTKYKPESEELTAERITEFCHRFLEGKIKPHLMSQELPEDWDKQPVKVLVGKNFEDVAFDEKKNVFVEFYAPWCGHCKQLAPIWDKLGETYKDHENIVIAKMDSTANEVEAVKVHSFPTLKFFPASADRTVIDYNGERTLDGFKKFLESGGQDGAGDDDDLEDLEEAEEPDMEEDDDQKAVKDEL
Shn3 3UTR inh: Schnurri-3 reporter inhibition in Clone20 osteoblasts | Clone20 osteoblast Shn3 3'UTR firefly luciferase, 24 h | inhibition, % at 12.5 µM | 0.52% of 360,000 active | AID 588674;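 active = mean inhibition of at least 75% with every replicate also reaching 75%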;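 note: 0% = median of neutral control wells and 100% = pilot-screen positive control compound; some compounds past the cut are filed as inactive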
Peg3 promoter: inhibitors of Peg3 promoter. 1.7% of 360,000 active. AID 588405. HeLa PEG-Prom luciferase reporter, luminescence, overnight. inhibition, % at 20 µM;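 active = inhibition of at least 50% at 20 µM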
CaV13 ICDI inh: Primary screen for inhibitors of IQ motif and Ca2+-dependent inactivation inhibitor domain binding in CACNA1D, Förster resonance energy transfer in living cells, …. HEK cells, CFP/YFP FRET ICDI-IQ, plate reader, 10 min; percent FRET-ratio fall versus neutral wells. inhibition, % at 12.3 µM. 0.098% of 340,000 active. AID 743397;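 active = mean replicate inhibition of at least 30% and at least 1% of replicates passing that level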;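 note: 0% = median of the neutral control wells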
Active calls of the source: *; . = no result given; & = joins results of further samples. Compounds were not picked by outcome, and some 3.9% of all compounds hit somewhere here.

SMILES	H9c2 protect	HIF-2a block	NR2E3 ag-1	hiPSC survival	NR2E3 ag-2	TRPM1 prom inh	m5-HT2A agonist	PDI turbidity	Shn3 3UTR inh	Peg3 promoter	CaV13 ICDI inh
O=C(COc1ncnc2sccc12)N1CCN(S(=O)(=O)c2ccc(Cl)cc2)CC1	-4	9	-4	0.0	0	-5	2	-4	7	-2	.
O=C(N/N=C/c1cnc2ccccc2n1)c1cccc(F)c1	20	-169	-51	0.0	-1	-47	-2	0	-47	-166	-3
O=C(Nc1cccc2ccccc12)c1ccc([N+](=O)[O-])s1	-10	-5	-1	0.0	3	32	-1	1	3	19	-4
CC(=O)Nc1sc(C)c(C)c1C(=O)OC1CCOC1=O (centres undefined)	5	1	-13	-0.8	0	-7	-2	-11	-3	13	.
COc1ccc(N2CCN(C(=O)CCc3ccc(S(=O)(=O)NC(C)(C)C)cc3)CC2)cc1	2	19	-7	0.1	1	10	-1	15	14	14	-5
CCC(=O)N(Cc1cc2cc(OC)ccc2[nH]c1=O)c1ccc(C)cc1	-1	13	-5	-0.1	0	4	-2	12	25	25	12
COC(=O)c1c(C)[nH]c(C(=O)NCCc2ccc(S(N)(=O)=O)cc2)c1C	-3	-1	-28	-0.4	4	.	9	11	-7	9	-3
COCCN1C=C(C(=O)OC)C(c2ccc3c(c2)OCO3)C(C(=O)OC)=C1	4	5	6	0.0	2	1	-1	-1	-8	1	.
C[C@H](CO)N1C[C@H](C)[C@@H](CN(C)C(=O)Nc2ccccc2F)Oc2cc(Br)ccc2S1(=O)=O	8	5	10	-2.4	.	.	2	0	10	1	-4
CS(=O)(=O)c1ccc(Sc2nc3ccccc3[nH]2)c([N+](=O)[O-])c1	1	24	-4	1.9	6	7	-3	-10	-1	-4	-5
O=C(c1ccc(F)cc1)C1CCN(Cc2ccccc2F)CC1	-3	5	-32	-1.9	.	.	-7	7	-3	0	-8
COc1ccc(C(=O)c2c3ccccc3[n+]([O-])n2Cc2ccc(C(N)=O)cc2)cc1	-2	-58	-12	-2.2	1	0	6	-9	-42	-27	-10
Cc1ccccc1OCCC(=O)Nc1ccc(S(=O)(=O)N(C)C2CCN(C)CC2)cc1	-1	-8	5	0.9	3	-7	-8	-2	-10	22	-6
O=C(NCCS(=O)(=O)N1CCN(c2ccccc2F)CC1)c1ccc(F)c(F)c1	-4	4	-13	-0.2	-3	-2	2	1	-7	0	-6
COCC(=O)NC1CCN(CC(=O)Nc2ccccc2[N+](=O)[O-])CC1	5	23	-20	3.8	0	1	6	-5	-3	10	-4
Cc1ccc(NS(=O)(=O)c2cccc3nsnc23)cc1[N+](=O)[O-]	-2	-14	-20	-0.7	0	7	2	-3	9	-23	-21
C/C(=N\NC(=O)c1ccc(OC2OCCOC2Oc2ccc(C(=O)N/N=C(\C)c3ccncc3)cc2)cc1)c1ccncc1 (centres undefined)	-2	23	-10	-0.7	3	13	4	0	10	13	-11
Cc1nnsc1Sc1ccccc1C(=O)O	3	14	3	0.9	-3	3	5	1	-2	5	-5
CCN1C[C@@H]2[C@@H]3C(=O)N(C)C(=O)[C@@H]3[C@](CC)(C1=O)N2C(=O)c1ccc(C)cc1	1	10	-27	-1.4	.	-5	-3	15	-6	12	-10
COCCN(C(=O)Cc1cccs1)C(C(=O)NCc1ccc(OC)cc1)c1ccc(C)cc1 (centres undefined)	11	10	-20	0.9	2	-11	-2	-4	-2	10	-8
CC(C)(C)c1ccc(OCCC(=O)Nc2cccc(S(=O)(=O)N3CCOCC3)c2)cc1	-10	-6	-6	-0.5	1	-1	-8	-10	4	7	.
C/C=C/c1ccc2c(c1)O[C@H](CN(C)CC1CCOCC1)[C@@H](C)CN([C@H](C)CO)S2(=O)=O	11	4	-8	0.4	.	.	2	-2	1	5	-4
CCCCn1c(-c2ccc(OC(F)F)cc2)nc2c1c(=O)[nH]c(=O)n2CC(C)C	6	15	-3	0.2	0	3	5	-4	6	25	-3
COc1cc(S(=O)(=O)Nc2ccccc2C(=O)N2CCCC2)ccc1NC(C)=O	5	17	-33	-0.3	.	-6	-1	-2	-34	11	-7
Cc1ccn2c(C(=O)N/N=C\c3ccc4c(c3)OCO4)c(C)nc2c1	6	-27	5	-0.7	0	-11	3	-7	7	-11	-5
COC(=O)c1ccc(OC(=O)c2ccccn2)cc1	8	9	0	-1.1	0	2	-1	-7	3	7	-6
O=C(C1=C(O)C(=O)N(CCN2CCOCC2)C1c1ccncc1)c1ccco1 (centres undefined)	3	9	-2	1.7	0	-3	1	0	7	15	-4
CC(=O)Oc1cccc(N2C(=O)c3cccc4c([N+](=O)[O-])ccc(c34)C2=O)c1	-10	26	-17	3.9	-1	23	2	-2	-11	29	-5
COCc1ccc2oc(C(=O)O)cc2c1	-4	5	-5	-0.2	-2	-2	4	-1	-18	2	-2
CC1=C(C(=O)NCc2ccccc2)C(c2cc(Br)cc(Br)c2OC(C)C)NC(=O)N1 (centres undefined)	8	4	-1	6.1	1	3	5	4	-9	-5	-3
Cc1cc(C)cc(NC(=O)CSCc2cnn(-c3ccccc3)c2-n2cccc2)c1	5	20	2	4.1	5	6	2	7	-2	21	-4
COc1ccc(C2=NN(C(=O)C(O)c3ccccc3)C(O)(C(F)(F)F)C2)cc1 (centres undefined)	-4	10	11	1.0	-2	7	3	-1	10	21	-19
COc1ccc(-c2cc3ccc(OC)cc3cn2)cc1	-15	-146	-192	-2.2	4	16	1	-5	-11	-126	-9
CC(=O)N1CCc2cc(S(=O)(=O)C(C)CC(=O)Nc3ccc(OC(F)(F)F)cc3)ccc21 (centres undefined)	-4	-39	33	0.7	2	-27	-1	7	19	-82	-7
CCN1CCN(c2nc(-c3ccc(F)cc3)cc(=O)[nH]2)CC1	0	17	-13	-0.7	3	-1	2	3	-13	20	-6
Cc1cccc(N2CCN(C(=O)C3CCC(=O)N(Cc4ccccc4F)C3)CC2)c1C (centres undefined)	1	-37	7	0.1	5	-13	-8	-1	4	-16	-3
CCCc1nc(SCC(=O)Nc2nccs2)c2ccccc2n1	-2	-5	5	-0.4	4	12	3	-3	0	-8	-3
COc1ccc(C(CNC(=O)CN(C)S(=O)(=O)c2ccc(C)cc2)N2CCCC2)cc1 (centres undefined)	1	-2	-1	2.7	.	0	-9	-7	-14	5	-5
CC(C)(C)c1cc(CCC(=O)NNC(=O)c2ccncc2)cc(C(C)(C)C)c1O	-4	-3	-4	-0.4	-1	-8	1	-7	-17	-21	-2
CCOc1ncccc1C(=O)NCCN1C(=O)S/C(=C/c2cccs2)C1=O	7	12	8	-1.4	4	10	5	-2	18	25	-2
O=C(NCc1ccccc1Cl)c1cc2ccccc2oc1=O	-5	-43	-19	3.1	1	-20	-2	-2	13	-163	-2
O=C1CN(S(=O)(=O)c2ccc(F)cc2)CCN1	12	5	-15	0.9	.	15	8	2	-1	3	-10
COCCN(C(=O)COC(=O)C1CC1C)c1c(N)n(Cc2ccccc2)c(=O)[nH]c1=O (centres undefined)	2	12	-12	-0.1	2	-3	-9	-3	6	5	-4
NC(=O)c1ccsc1NC(=O)COC(=O)c1ccc(Cl)c(N)c1	32	-10	-7	0.2	4	-28	10	3	-24	-68	-3
O=C(Cc1cc(=O)[nH][nH]1)N/N=C/C(Cl)=C/c1ccccc1	-2&7	12&-1	-2&-6	-1.6&-0.5	0&1	11&13	0&3	9&-3	-5&-2	-4&2	-7&-5
O=C(Cc1ccccc1)N/N=C/c1ccc([N+](=O)[O-])s1	6	-105	-5	-0.9	-4	68*	-3	-13	24	-55	-6
COc1ccc(C(=O)C=Cc2ccc3c(c2)OCO3)cc1OC	3	-53	-21	-0.4	.	.	-3	-5	15	-101	-7
C/C(=N\NC(=O)COc1ccccc1-c1ccccc1)c1cccnc1	24	7	2	0.3	-3	-2	3	5	-7	29	7
O=[N+]([O-])c1ccc(-c2csc(N3CCc4ccccc4C3)n2)cc1	-6	-122	20	-1.7	-3	-19	-4	-4	-25	-17	-6
C[C@H](Cc1ccccc1)Nc1ncnc2c1ncn2[C@@H]1O[C@H](CO)[C@@H](O)[C@H]1O	5	-54	-28	3.8	3	-10	-3	-8	-39	-26	-5
Cc1coc2c(C)c3oc(=O)c4c(c3cc12)CCCC4	-14	2	-10	-1.4	1	9	0	-1	0	24	-8
O=c1c2ccccc2nnn1CSc1nnc(-c2ccco2)o1	4	-89	-4	-3.2	2	-22	-1	3	-1	-35	-5
O=C(Nc1cnc2ccccn2c1=O)c1ccc(Cl)cc1	-3	-318	-5	-0.6	0	-83	-2	-3	-87	-80	-8
NC(Cc1c[nH]c2ccccc12)C(=O)NCc1ccco1 (centres undefined)	6	7	-3	2.0	1	1	9	6	-14	2	-17
CC(CCc1ccccc1)NC(=O)CN1CCN(c2ccc(O)cc2)CC1 (centres undefined)	-8	14	-8	0.5	4	10	-3	9	23	8	-8
O=C(Cc1c(F)cccc1Cl)Nc1ccc(S(=O)(=O)N2CCOCC2)cc1	-1	7	-13	-0.3	0	2	2	-5	-23	5	-5
Cc1cc(NC(=O)NC2(C(F)(F)F)Oc3ccc(Cl)cc3O2)no1 (centres undefined)	31	31	28	-5.5	1	10	-1	6	46	50	-8
N/C(=N\OC(=O)c1cccc2ccccc12)c1cccnc1	-9	-163	-104	2.2	3	-33	-2	-20	-27	-162	-2
CCOC(=O)N1CCN(C(=O)c2ccc([N+](=O)[O-])cc2Cl)CC1	0	21	0	-0.3	0	2	3	-6	12	6	-1
Nc1c2nc(-c3ccccc3)[nH]c(=O)c2nc(=O)n1-c1ccccc1	-7	22	4	0.3	1	2	-3	-14	36	18	-4

Next compounds
SMILES	H9c2 protect	HIF-2a block	NR2E3 ag-1	hiPSC survival	NR2E3 ag-2	TRPM1 prom inh	m5-HT2A agonist	PDI turbidity	Shn3 3UTR inh	Peg3 promoter	CaV13 ICDI inh
COc1ccccc1C(=O)NNC(=S)Nc1ccccc1	15	-76	-43	-0.3	.	4	-3	-9	-17	-33	5
COc1cccc(-c2cccc(NC(=O)C3CCN(CC4CCOC4)CC3)c2)c1 (centres undefined)	0	-2	5	0.0	-1	-8	-12	-10	-10	8	-2
Cc1ccc(SCC(=O)c2c(C)nc3ccccn23)cc1	-28	-122	-22	2.2	1	-27	-1	-12	11	-101	-5
CC/C(=N\n1nnnc1Nc1ccccc1)c1ccccc1	-1	10	-22	-0.3	0	-6	-5	-5	15	19	-5

Some values from the results shown:
In PDI turbidity, COc1ccccc1C(=O)NNC(=S)Nc1ccccc1 has the entry -9
In NR2E3 ag-1, Cc1ccc(SCC(=O)c2c(C)nc3ccccn23)cc1 has the entry -22
